Phagocyt inh: inhibitors of macrophage phagocytosis, primary screen, imaging, J774A.1 cells, IgG beads | J774A.1 macrophage IgG-bead phagocytosis | inhibition, % at 5 µM | 0.07% of 110,000 active | AID 1029, 2008;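 active = inhibition above the mean of the plate negative controls plus 5 SD, cut at about 13% in these data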;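 note: phagocytic index as fraction of beads internalized from green versus red external bead signal; plate controls were DMSO negative control for no effect and cytochalasin-D positive control for full effect; some results beyond the cut were filed as inactive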
Measles CPE: compounds protecting cells from measles virus cytopathic effect, primary screen, measles RdRp inhibitor project, single point, MLSMR library, absorbance. 1.5% of 140,000 active. protection (pct of control), % at 4 µM. Measles virus-infected cells, CPE protection. AID 841, 2007; in the data active = protection mostly above about 24%, no sharp cut-off; inactive = mostly below about 26%; note: some compounds called inactive have numbers as strong as hits
NPY Y2 blocker: NPY-Y2 receptor antagonists, primary screen, cell-based; 0.99% of 140,000 active; NPY-Y2 expressing cells, antagonist mode; inhibition, % at 2.7 µM; Neuropeptide Y receptor type 2 (Homo sapiens), P49146; in the data active = inhibition above about 17%;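 note: 0% = vehicle with agonist challenge and 100% = reference antagonist with challenge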
Target sequence (P49146 whole entry, looked up): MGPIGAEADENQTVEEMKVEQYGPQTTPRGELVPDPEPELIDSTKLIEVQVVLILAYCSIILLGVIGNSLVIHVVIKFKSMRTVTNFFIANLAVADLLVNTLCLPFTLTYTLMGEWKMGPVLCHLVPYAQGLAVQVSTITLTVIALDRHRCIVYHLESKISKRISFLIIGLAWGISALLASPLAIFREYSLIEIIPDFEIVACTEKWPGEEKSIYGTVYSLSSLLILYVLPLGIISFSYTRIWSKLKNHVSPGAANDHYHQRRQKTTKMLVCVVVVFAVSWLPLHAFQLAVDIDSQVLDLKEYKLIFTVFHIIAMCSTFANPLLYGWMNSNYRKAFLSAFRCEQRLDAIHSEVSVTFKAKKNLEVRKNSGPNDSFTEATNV
PTEN del growth: growth suppression of PTEN-null HCT116, primary screen, cell-based, CellTiter-Glo. HCT116 PTEN-null viability, 60 h; stronger effect = lower value. viability, % at 10 µM. 1.2% of 140,000 active. AID 827, 2007;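 active = viability at or below a set limit, 4 SD under the median of all tested compounds, cut at about 3.7% in these data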;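 note: PTEN knockout HCT116 line with beta catenin targeted HCT116 as companion control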
Yeast growth inh: growth inhibitors of yeast BB579 in restrictive medium, primary screen, yeast lifespan-shortening project, S. cerevisiae. inhibition, % at 10 µM. AID 804, 2007. OD615, 48 h. 0.51% of 140,000 active;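 active = inhibition above a set limit, 3 SD over the mean compound inhibition, cut at about 44% in these data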; note: inactives centre near -24
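Detection: OD615 turbidity measurement; Material: Saccharomyces cerevisiae DeaD strain BB579, replicative lifespan model yeast; Timing: 48 h exposure, 30 °C; Doses: single 10 µM dose; Medium: CSMM-D restrictive synthetic medium containing dextrose (glucose); Controls: amphotericin B at 10 µg/mL as positive control.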
GALR2 antag: GALR2 antagonists in receptor-expressing cells, primary screen. Galanin receptor type 2 (Homo sapiens), O43603. antagonist mode. inhibition, % at 4 µM. 0.39% of 140,000 active. AID 828, 2007; in the data active = inhibition above about 27%;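 note: cells stimulated with galanin 1-16 at roughly its EC80; 0% = agonist challenge control and 100% = basal control without agonist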
Target sequence (O43603 whole entry, looked up): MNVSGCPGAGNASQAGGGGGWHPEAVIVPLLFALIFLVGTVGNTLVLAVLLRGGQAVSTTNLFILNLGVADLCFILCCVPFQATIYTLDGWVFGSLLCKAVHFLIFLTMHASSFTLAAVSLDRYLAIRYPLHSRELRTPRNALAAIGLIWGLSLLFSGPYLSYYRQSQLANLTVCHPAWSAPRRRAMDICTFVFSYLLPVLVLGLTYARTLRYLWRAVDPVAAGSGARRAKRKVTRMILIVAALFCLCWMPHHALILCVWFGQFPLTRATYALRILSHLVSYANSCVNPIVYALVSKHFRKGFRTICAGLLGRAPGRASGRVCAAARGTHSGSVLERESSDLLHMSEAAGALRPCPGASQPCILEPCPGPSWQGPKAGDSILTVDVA
Yeast lifespan up: compounds extending yeast replicative lifespan, primary screen, S. cerevisiae, OD615 | S. cerevisiae growth with nicotinamide; deaD strain in restrictive glucose medium | inhibition of the nicotinamide effect, % at 10 µM | 0.68% of 130,000 active;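 active = inhibition above a set limit, placed 3 SD over the median of all compounds, cut at about 26% in these data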;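 note: 0% = nicotinamide-treated wells and 100% = cells grown without nicotinamide; some compounds called inactive have numbers as strong as hits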
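Assay system: engineered S. cerevisiae DeaD replicative-lifespan strain, galactose-grown log-phase cells; Buffer or medium: CSMM-D glucose medium, restrictive; Probe or stimulus: nicotinamide 1.5 mM; Compound: single dose 10 µM compound, 0.25% DMSO; Schedule: 4 h preincubation then 48 h treatment at 30 °C; Technique: OD615 measurement.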
MRP-1 activ: H69AR viability gain despite doxorubicin, primary screen, MRP-1 activator project, H69AR cells, CellTiter-Glo; viability rescue; viability increase, % at 10 µM; 0.61% of 140,000 active; AID 799, 2007;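 active = viability gain under doxorubicin at or above a set limit, the compound median plus 3 SD, cut at about 4.7% in these data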;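 note: MRP-1 overexpressing cells given doxorubicin 25 µM after compound pretreatment; 18-22 h compound pretreatment then 72 h with doxorubicin before readout; 0% = doxorubicin-only wells and 100% = vehicle-treated cells without doxorubicin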
HCT116 bCat-KO: primary screen for growth suppressors in beta-catenin knockout HCT116 cells (colon tumor, human); HCT116 beta-catenin knockout viability, CellTiter-Glo, 60 h; stronger effect = lower value; viability, % at 10 µM; 1.5% of 140,000 active;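 active = viability at or under a set limit, the compound median less 4 SD, cut at about 6% in these data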;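 note: 0% = Hyamine 1622 control at 20 µM and 100% = untreated cell control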
E-sel TNF inh: E-selectin induction blockers in HUVEC – imaging, immunofluorescence, high content, primary screen; HUVEC TNFa-induced E-selectin immunofluorescence; inhibition, % at 2 µM; 0.71% of 120,000 active;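 active = inhibition above the batch mean plus 3 SD, and confirmed as a hit on visual image review, cut at about 43% in these data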;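 note: 0% = TNF-stimulated DMSO wells and 100% = unstimulated control wells; not every result past the cut was called active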
Starred values were filed as active, the others as inactive; · = not tested or not shown. Compounds were not picked by outcome. Share with any hit: about 6.3%.

SMILES	Phagocyt inh	Measles CPE	NPY Y2 blocker	PTEN del growth	Yeast growth inh	GALR2 antag	Yeast lifespan up	MRP-1 activ	HCT116 bCat-KO	E-sel TNF inh
O=C(c1ccccc1NS(=O)(=O)c1ccc(F)cc1)N1CCc2ccccc21	-3.6	1.0	0.9	95.3	-41.6	-14.6	20.1	-2.6	93.3	·
Cc1ccc(-c2nnn(CC(=O)N(Cc3cccs3)C(C(=O)NC3CCCC3)c3ccncc3)n2)cc1 (stereo not given)	·	1.6	6.2	67.8	-25.6	-3.4	·	-4.5	74.1	18.6
CCOc1ccc(OCC)c(NC(=O)CSc2nnc(-c3cccnc3)o2)c1	-1.5	13.9	1.6	96.0	-40.0	1.6	-5.5	-1.2	93.7	·
Cc1cccc(NC(=O)c2sc(Cl)nc2-c2ccccc2)c1	0.9	0.8	3.8	30.6	-20.0	3.4	-6.6	-1.9	35.6	-2.1
Cc1ccc(C(=O)N2CC3(C)CN(C(=O)c4ccc(C)cc4)CC(C)(C2)C3=O)cc1	-6.4	19.0	-0.2	92.7	-10.8	10.9	-0.3	-0.8	96.1	·
Cc1n[nH]c(C)c1CCCOc1ccccc1	-0.8	9.6	-2.0	98.8	-43.2	-3.6	-10.7	0.6	100.2	·
O=C(CNC(=O)c1ccccc1)OCC(=O)N1c2ccccc2Sc2ccccc21	-3.5	20.2	4.1	95.2	-26.4	11.3	7.6	-2.2	85.3	·
CC1CCc2cc(F)cc3c(O)c(C(=O)NCc4ccco4)c(=O)n1c23 (stereo not given)	·	23.8	-0.3	63.1	-47.6	0.3	62.3	-2.4	79.6	-44.3
COc1ccc(C2(CNC(=O)c3cccc([N+](=O)[O-])c3)CCOCC2)cc1OC	·	20.8	-0.7	86.5	-16.3	-7.2	-3.9	1.9	96.8	·
O=C(CCNS(=O)(=O)c1cccc2nsnc12)Nc1ccc2c(c1)OCCO2	·	27.4	3.0	93.0	30.2	-13.3	-9.1	-3.3	90.9	6.5
CSc1nc(C)cc(OCCNS(=O)(=O)c2cc(C)ccc2C)n1	-0.8	2.1	2.5	85.7	-22.9	8.9	-14.8	-0.3	79.6	-3.0
Cc1c(Cl)c([N+](=O)[O-])nn1Cc1ccc(C(=O)N/N=C\c2cccc(Br)c2)o1	·	2.3	0.0	77.3	-25.9	0.3	22.4	-2.7	83.7	1.7
Cn1c(=O)[nH]c(=O)c2c1nc(NCc1ccccc1)n2CC(O)c1ccccc1 (stereo not given)	-3.1	3.2	1.4	82.1	-60.8	-12.6	-11.4	-2.2	95.0	6.9
Cc1cc(C)c(S(=O)(=O)N(C2=NCCS2)S(=O)(=O)c2c(C)cc(C)cc2C)c(C)c1	·	37.1	2.7	97.7	-65.8	-13.4	·	-1.1	96.5	3.6
CS(=O)(=O)c1sc2nc(-c3ccccc3)cc(-c3ccccc3)c2c1N	0.5	3.9	-2.5	79.7	-55.6	19.9	3.3	2.5	103.8	0.1
CC(=O)N1CCC2(CC1)C(C#N)=C(N)Oc1n[nH]c(CSc3ccc(C)cc3)c12	-0.7	3.7	0.7	93.8	-46.0	3.3	-11.2	-1.0	92.1	·
CCC(=O)N1CCc2cc(S(=O)(=O)CCC(=O)Nc3ccc(C)c(F)c3)ccc21	·	3.9	0.7	90.9	-46.6	10.0	·	-0.6	88.6	-11.1
O=C1CC(c2cccs2)Sc2nc3ccccc3n21 (stereo not given)	0.9	24.3	2.0	90.9	-41.7	12.3	-24.4	-3.1	87.2	-15.1
COc1ccc(N2CCN(c3nc4ccccc4nc3NS(=O)(=O)c3ccccc3)CC2)cc1	0.4	1.2	-4.1	95.8	-35.2	6.4	0.4	-1.1	87.6	-10.2
C=CCn1c(=O)c2ccc(C(=O)NCc3ccccc3)cc2n(Cc2cccc(Cl)c2)c1=O	·	4.4	5.5	89.4	-2.0	-9.8	1.9	-2.4	86.8	9.1
COC(=O)C1=C(N)Oc2cc(C)n(Cc3ccccc3)c(=O)c2C1c1ccccc1 (stereo not given)	-1.0	7.0	15.4	89.0	-33.8	-2.6	-3.8	-0.5	93.4	15.6
CS(=O)(=O)N(CC(=O)N1CCc2ccccc2C1)Cc1ccccc1	-0.6	6.6	4.0	85.0	-33.3	-5.4	-4.3	-1.6	88.0	-2.6
CCNC(=O)NC(=O)CSc1ccc(NC(C)=O)cc1	-0.5	-0.6	-1.2	92.8	-24.9	-3.7	-2.3	0.0	108.2	23.3
COc1cccc(NC(=O)Cn2c(=O)n(CCCC(=O)NCc3ccco3)c(=O)c3ccccc32)c1	3.0	6.6	3.5	84.8	-3.4	-1.3	-12.6	-3.5	73.0	19.3
O=C(COC(=O)c1ccccc1)Nc1cccc(S(=O)(=O)NC2=NCCCCC2)c1	-2.4	13.6	2.1	101.5	-9.3	4.0	5.1	-0.4	93.5	·

Copied from the entries so far, three compounds:
SMILES	Phagocyt inh	Measles CPE	NPY Y2 blocker	PTEN del growth	Yeast growth inh	GALR2 antag	Yeast lifespan up	MRP-1 activ	HCT116 bCat-KO	E-sel TNF inh
O=C(c1ccccc1NS(=O)(=O)c1ccc(F)cc1)N1CCc2ccccc21	-3.6	1.0	0.9	95.3	-41.6	-14.6	20.1	-2.6	93.3	·
Cc1ccc(-c2nnn(CC(=O)N(Cc3cccs3)C(C(=O)NC3CCCC3)c3ccncc3)n2)cc1 (stereo not given)	·	1.6	6.2	67.8	-25.6	-3.4	·	-4.5	74.1	18.6
CCOc1ccc(OCC)c(NC(=O)CSc2nnc(-c3cccnc3)o2)c1	-1.5	13.9	1.6	96.0	-40.0	1.6	-5.5	-1.2	93.7	·

New compounds follow.
SMILES	Phagocyt inh	Measles CPE	NPY Y2 blocker	PTEN del growth	Yeast growth inh	GALR2 antag	Yeast lifespan up	MRP-1 activ	HCT116 bCat-KO	E-sel TNF inh
CC(C)CC(NC(=O)c1ccc(Cl)cc1)C(=O)O (stereo not given)	-0.3	11.6	2.8	109.1	-67.1	14.5	-4.5	0.1	101.4	-32.2
CC(C)(C)c1ccc(SCC(N)=O)cc1	-1.7	3.2	1.5	93.5	-27.5	2.5	-8.8	-1.4	88.8	-16.2
CCOC(=O)CSc1nnc(CNc2ccc(Cl)cc2)n1-c1ccccc1	0.5	29.0	3.9	95.4	-31.0	14.9	-6.8	-2.3	85.4	-54.3
CCOC(=O)c1cnn(-c2ccccc2)c1NC(=O)CSc1nnc(-c2cccs2)n1CC	0.8	15.3	2.8	99.9	-52.6	0.7	-3.0	-0.4	96.5	19.3
Cc1ccc(CN(CC(=O)NCCc2ccccc2)C(=O)CCCC(=O)Nc2cc(C)on2)cc1	-2.8	18.1	5.5	89.8	-33.4	0.6	-3.3	-0.5	79.1	3.6
CCOC(=O)c1cc2c(ccn2C)n1CC(=O)N1CCC(C)CC1	·	12.4	-0.2	100.9	-27.7	-3.1	-10.5	-2.4	104.8	17.3
COc1ccc(-c2coc3cc(O)cc(O)c3c2=O)cc1	·	23.5	1.8	90.6	17.5	2.4	-3.6	0.8	88.2	·
CCCCN1Cc2cc(C(=O)c3cc(F)ccc3O)cnc2NC1=O	-0.8	20.7	2.6	88.7	-45.7	19.6	-19.6	-0.2	95.9	-7.3
CCc1cc2ccc(C)cc2nc1SCC(=O)N1CCN(C(=O)c2ccco2)CC1	-1.8	9.1	2.2	78.0	-21.4	-10.6	-3.6	-4.3	72.4	-25.9
CCNC(=S)NCCN1CCOCC1	-0.6	5.4	-0.6	95.4	-14.5	16.2	1.0	-1.4	84.9	·
CCCCN1C2CCCC1CC(NC(=O)c1ccc(OC)c(OC)c1)C2 (stereo not given)	0.4	5.5	3.5	97.7	-29.9	4.3	-18.5	-3.2	96.0	-11.2
O=c1nc(/C=C/c2ccc(-c3ccc(F)cc3)o2)cc(C(F)(F)F)[nH]1	-1.3	3.1	2.8	59.6	-10.5	0.6	-2.2	-4.1	58.5	-22.1
O=C(CSc1ncc(-c2ccc(F)cc2)[nH]1)Nc1cccc(O)c1	-2.4	15.9	-2.0	87.3	-30.3	-0.9	2.7	-1.8	78.0	-7.1
COc1ccccc1N1CCN(S(=O)(=O)c2ccc(Cl)s2)CC1	-5.2	6.7	1.1	69.8	-6.4	-3.7	-17.4	-2.4	68.7	-5.2
CCOC(=O)c1sc(NC(NC(=O)c2ccco2)(C(=O)OC)C(F)(F)F)nc1C (stereo not given)	1.7	14.7	5.4	69.2	-9.6	2.2	-4.1	-1.1	75.3	-10.3
CCOC(=O)CC1ON(C)C(=O)N1c1ccc([N+](=O)[O-])cc1 (stereo not given)	·	3.1	1.6	82.3	-15.2	-2.6	-1.1	0.7	84.3	-14.0
Cn1ccnc1SCc1cc(=O)[nH]c2ccccc12	0.4	2.1	-2.2	91.1	-28.8	9.2	-9.9	-1.4	93.0	18.3
N#Cc1c(-c2cccc(Br)c2)cc(-c2cccnc2)nc1N	1.9	7.5	3.5	75.5	-36.7	-6.7	-5.5	-4.1	80.5	9.0
N#Cc1c(/N=C/c2ccco2)sc2c1CCC2	-1.1	11.5	0.7	100.4	-20.2	6.9	-17.2	-1.4	97.1	0.1
O=C(Cc1cccs1)Nc1nnc(CCc2ccccc2)s1	0.1	3.0	-1.5	96.7	-12.0	-1.3	-9.1	-0.2	91.0	16.6
Cc1ccc(N2C(=O)c3cccc(Oc4ccc(Cl)cc4)c3C2=O)c(C)c1	-7.6	9.9	16.2	72.3	-22.2	-8.1	4.7	-2.2	82.0	·
Brc1ccc(-c2nc(-c3ccncc3)no2)o1	·	9.8	1.5	100.8	-84.1	-3.2	-17.1	-1.6	94.3	-39.0

Fetched one by one from the list above:
SMILES	Phagocyt inh	Measles CPE	NPY Y2 blocker	PTEN del growth	Yeast growth inh	GALR2 antag	Yeast lifespan up	MRP-1 activ	HCT116 bCat-KO	E-sel TNF inh
COc1ccc(C2(CNC(=O)c3cccc([N+](=O)[O-])c3)CCOCC2)cc1OC	·	20.8	-0.7	86.5	-16.3	-7.2	-3.9	1.9	96.8	·
CCOC(=O)CSc1nnc(CNc2ccc(Cl)cc2)n1-c1ccccc1	0.5	29.0	3.9	95.4	-31.0	14.9	-6.8	-2.3	85.4	-54.3
N#Cc1c(/N=C/c2ccco2)sc2c1CCC2	-1.1	11.5	0.7	100.4	-20.2	6.9	-17.2	-1.4	97.1	0.1
